Assay outcomes from PubChem.
UBC13 inh: UBC13 polyubiquitin chain formation inhibitors, primary screen, biochemical, TR-FRET, uHTS | inhibition, % at 20 µM | actives 0.47% (n = 330,000) | AID 485273, 2010; in the data active = inhibition above about 45%, passing the limit was not always enough
Target sequence (P61088 whole entry, looked up): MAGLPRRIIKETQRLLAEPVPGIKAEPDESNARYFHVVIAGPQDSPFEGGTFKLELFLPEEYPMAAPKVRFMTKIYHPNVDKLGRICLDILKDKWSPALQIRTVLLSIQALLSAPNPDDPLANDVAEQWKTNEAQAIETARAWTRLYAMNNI
APJ antag: antagonists of human apelin receptor APJ, primary screen, CHO-K1 cells, beta-arrestin complementation, luminescence. AID 2521, 2010. inhibition, % at 20 µM. actives 0.32% (n = 330,000). P35414;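 active = inhibition above about 40% at 20 µM, limit read from the data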;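 also: cells challenged with 10 nM apelin-13 agonist together with compound; plate controls were apelin-13 plus DMSO wells for no effect and DMSO wells lacking apelin-13 for full effect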
Gli-Sufu antag: Gli-Sufu pathway antagonists, primary screen, luciferase luminescence, Sufu-KO-LIGHT cells, uHTS; Sufu-KO-LIGHT fibroblasts, Gli luciferase reporter luminescence; inhibition, % at 5 µM; actives 0.74% (n = 340,000);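 active = inhibition above about 55%, limit read from the data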;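 also: 0% = DMSO-treated cells and 100% = wells with medium but no cells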
697 NFkB inh: inhibitors of PMA/ionomycin-induced NF-kB reporter, 697 cells, primary screen, B-cell NF-kB inhibitor project, cell-based, luminescence, uHTS. 697 B-cell NF-kB luciferase reporter, 16 h. inhibition, % at 4 µM. actives 0.33% (n = 330,000); in the data active = inhibition above about 35%
Jurkat NFkB inh: inhibitors of induced NF-kB luciferase reporter, primary screen, TCR NF-kB activation inhibitor project, cell-based, luminescence, uHTS. Jurkat, PMA/ionomycin-induced NF-kB luciferase reporter. inhibition, % at 4 µM. actives 0.53% (n = 330,000). AID 435003, 2010; in the data active = inhibition above about 50%
CXCR6 inh: CXCR6 receptor inhibitors, primary screen, cell-based, beta-arrestin, luminescence, CHO-K1 PathHunter, 1536-well. inhibition, % at 20 µM. AID 602244, 2012. C-X-C chemokine receptor type 6 (Homo sapiens), O00574. actives 0.36% (n = 360,000); in the data active = inhibition above about 34%, passing the limit was not always enough;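 also: antagonist mode with CXCL16 agonist at 10 nM final; 0% = 10 nM CXCL16 with DMSO and 100% = unstimulated wells without agonist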
Target sequence (O00574 whole entry, looked up): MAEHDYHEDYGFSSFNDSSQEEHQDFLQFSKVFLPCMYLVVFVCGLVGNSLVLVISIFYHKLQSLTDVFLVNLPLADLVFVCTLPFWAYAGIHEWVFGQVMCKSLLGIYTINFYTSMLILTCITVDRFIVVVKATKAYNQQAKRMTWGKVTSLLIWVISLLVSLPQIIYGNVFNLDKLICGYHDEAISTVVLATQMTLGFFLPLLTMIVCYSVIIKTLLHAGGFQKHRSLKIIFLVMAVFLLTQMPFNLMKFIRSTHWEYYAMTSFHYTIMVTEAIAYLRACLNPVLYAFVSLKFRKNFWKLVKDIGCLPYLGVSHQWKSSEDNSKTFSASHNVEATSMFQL
CCR6 antag: CCR6 receptor antagonists, primary screen, cell-based, CHO-K1, luminescence, beta-arrestin, uHTS; C-C chemokine receptor type 6 (Homo sapiens), P51684; CHO-K1 CCR6 PathHunter beta-arrestin, CCL20-stimulated; inhibition, % at 20 µM; actives 0.49% (n = 340,000); AID 493098, 2011;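 active = compounds whose inhibition of the agonist-driven luminescence signal at 20 µM reaches about 50%, limit read from the data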;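 also: cells stimulated with CCL20 at 14 nM final; plate controls were DMSO with CCL20 for no effect and DMSO without agonist for full effect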
EBI2 antag: EBI2 receptor antagonists, beta-arrestin recruitment, primary screen, cell-based, luminescence, 7a,25-OHC stimulation, uHTS. 7a,25-OHC stimulated. inhibition, % at 5 µM. actives 0.81% (n = 360,000). G-protein coupled receptor 183 (Homo sapiens), P32249; in the data active = inhibition above about 38%;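 also: enzyme fragment complementation signal reports receptor beta-arrestin coupling in cells; 0% = agonist plus DMSO wells and 100% = wells without agonist; some results beyond the cut were filed as inactive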
Target sequence (P32249 whole entry, looked up, the tested form may be a part): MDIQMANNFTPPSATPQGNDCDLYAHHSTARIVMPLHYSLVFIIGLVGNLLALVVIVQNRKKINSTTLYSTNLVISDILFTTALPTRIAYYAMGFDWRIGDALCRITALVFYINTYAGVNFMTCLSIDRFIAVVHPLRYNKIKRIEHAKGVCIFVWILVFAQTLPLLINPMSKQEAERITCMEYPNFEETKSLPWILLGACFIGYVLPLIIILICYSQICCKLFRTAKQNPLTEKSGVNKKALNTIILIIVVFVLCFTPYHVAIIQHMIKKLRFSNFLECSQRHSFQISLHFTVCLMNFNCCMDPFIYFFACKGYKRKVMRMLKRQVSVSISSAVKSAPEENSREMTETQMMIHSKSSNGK
The depositor's hits bear a star; / = no result given; & = joins results of further samples.

SMILES	UBC13 inh	APJ antag	Gli-Sufu antag	697 NFkB inh	Jurkat NFkB inh	CXCR6 inh	CCR6 antag	EBI2 antag
CN(C)C(CNC(=O)c1ccc2ccccc2c1)c1ccco1 (stereo unspecified)	-11	-12	-18	-25	-22	4	-2	-9
O=C(N=Nc1c(O)[nH]c2ccc(F)cc12)C1COc2ccccc2O1 (stereo unspecified)	-7	-14	3	2	6	1	11	-2
CCc1nnc(NS(=O)(=O)c2ccc(NC(=O)OC)cc2)s1	-7	15	-2	-15	-4	3	8	-3
Cc1ccc(C)n1-c1ccc2c(c1)COC2=O	-5	3	/	-23	4	/	/	/
Cc1ccc(-c2cc3nc4c(c(=O)n3[nH]2)CCCC4)cc1	9	10	-37	-181	-126	-4	2	3
CCCC(=O)Nc1nnc(SCC(=O)Nc2ccc3c(c2)OCCO3)s1	-6	24	0	15	-4	-5	5	8
COc1ccc(CNC[C@@H](CCCCN(C)Cc2ccc(OC)cc2)N2C[C@H](c3ccccc3)N(CCc3ccc(Cl)c(Cl)c3)C(=O)C2=O)cc1	93*	-40	-18	14	2	11	14	-23
COc1cc2[nH]c(=S)nc(NCCC(C)C)c2cc1OC	4	6	11	8	9	-4	7	8
CCOC(=O)C1=C(C)NC(SCC(N)=O)=C(C#N)C1c1ccncc1 (stereo unspecified)	-9	3	-25&18	-19	-22	-1&-5	12&5	2&-4
CCOc1cccnc1Sc1ccccc1	3	18	-19	-5	8	-3	-9	-3
CC(=O)c1cccc(NC(=O)CCC(=O)c2ccc(F)cc2)c1	-4	-49	24	-3	-16	-4	2	0
CCC(=O)N1c2ccc(S(=O)(=O)CCC(=O)NCc3cccs3)cc2CC1C (stereo unspecified)	-6	1	7	-40	-3	8	-7	4
O=C(c1cccc(-c2nnc(-c3ccccc3)o2)c1)N1CCCCCC1	1	11	-22	-44	-44	-7	10	10
COc1ccc(/C=N/n2cnnc2)cc1COc1ccccn1	0	-10	-1	2	-2	-3	-7	-1
CC(C)CCNC(=O)C1CCCN(S(=O)(=O)c2ccc(-n3cnnn3)cc2)C1 (stereo unspecified)	-4	5	13	9	-6	9	10	6
CC(=O)NCCC(=O)N1CCc2c([nH]c3ccccc23)C1c1cccc(Cl)c1 (stereo unspecified)	1	-27	6	5	4	-12	-8	4
N#CC(C(=O)NC1CCCCC1)=C1CCCCC1	-7	3	-6	-3	0	-1	-6	-4
CC1CCN(C(=O)COC(=O)c2cccc(NS(=O)(=O)c3ccccc3)c2)CC1	5	-1	-9	3	1	-5	14	-6
CNC(=O)NC(=S)NC(=O)c1ccccc1Cl	5	10	-1	5	6	6	3	-17
CCOC(=O)c1cc2cc3ccccc3cc2[nH]1	-27	-12	-68	-88	-50	-13	-3	-6

Structural class: the compounds so far containing a Cl atom.
SMILES	UBC13 inh	APJ antag	Gli-Sufu antag	697 NFkB inh	Jurkat NFkB inh	CXCR6 inh	CCR6 antag	EBI2 antag
COc1ccc(CNC[C@@H](CCCCN(C)Cc2ccc(OC)cc2)N2C[C@H](c3ccccc3)N(CCc3ccc(Cl)c(Cl)c3)C(=O)C2=O)cc1	93*	-40	-18	14	2	11	14	-23
CC(=O)NCCC(=O)N1CCc2c([nH]c3ccccc23)C1c1cccc(Cl)c1 (stereo unspecified)	1	-27	6	5	4	-12	-8	4
CNC(=O)NC(=S)NC(=O)c1ccccc1Cl	5	10	-1	5	6	6	3	-17

Next compounds follow:
SMILES	UBC13 inh	APJ antag	Gli-Sufu antag	697 NFkB inh	Jurkat NFkB inh	CXCR6 inh	CCR6 antag	EBI2 antag
COc1cc(CNCCN2CCOCC2)ccc1OCc1c(Cl)cccc1Cl	11	-2	/	-22	3	/	/	/
O=C(NCc1ccc(F)cc1)c1cccc2c1C(=O)c1ccc(N3CCOCC3)cc1S2(=O)=O	-52	-5	4	6	2	-5	6	-15
O=C(N/N=C/c1cc(Br)cc([N+](=O)[O-])c1O)c1ccc(NC(=O)c2ccc(F)cc2)cc1	-77	49*	1	12	-13	28	69*	18
CCc1nn(CC(=O)N2CCN(CC)CC2)c(=O)c2cc3sccc3n12	7	-5	-11	2	-6	2	9	-8
CN(Cc1ncc[nH]1)C(=O)c1cc(COc2c(F)cccc2F)on1	8	-4	19	-13	1	4	13	0
O=C1CN(C(=O)c2cccc(F)c2)C(c2ccc(F)cc2)c2cc(F)ccc2N1 (stereo unspecified)	6	-24	0	3	-16	-8	-3	-6
CC(=O)C1=C(O)CCCC1=NCc1nc2ccccc2[nH]1	-13	17	-12	-1	1	-1	-4	0
COC(=O)c1cc(=O)n(Cc2ccccc2)c(=NCc2ccccc2)s1	11	3	/	8	-5	/	/	/
CN1CCN(c2ccc([N+](=O)[O-])cc2C(=O)Nc2ccccc2)CC1	-11	9	-8	-21	-8	5	10	3
Cc1ccc(C(=O)O)cc1NC(=O)c1ccc2c(c1)C(=O)N(c1ccc([N+](=O)[O-])cc1)C2=O	-4	19	2	-6	5	6	11	-5
CC(C)c1ccc(NC(=O)CSc2nnc(-c3ccccn3)n2C)cc1	-2	-10	12	7	8	0	6	1
O=C(Nc1cccc(S(=O)(=O)NC2=NCCC2)c1)c1c(F)cccc1Cl	0	14	-1	3	3	2	0	-6
Cc1onc(-c2ccccc2Cl)c1C(=O)Nc1ccc(S(=O)(=O)N2CCCC2)cc1	4	8	-1	18	5	-2	-11	1
Cc1ccc(SCC(=O)NNC(=O)c2cncc(Br)c2)cc1	12	-1	2	3	1	-2	-4	-1
CCCCNC(=O)Nc1ccon1	6	1	-1	16	-1	-2	-7	-2
Cc1cc(C)c2oc(C(=O)Nc3ccc(S(=O)(=O)Nc4nccc(C)n4)cc3)cc(=O)c2c1	-9	27	16	1	12	1	3	-6
Cc1ccc(CN(CC2CCCO2)C(=O)CN2C(=O)C(C(C)C)Oc3ccccc32)o1 (stereo unspecified)	13	5	0	6	2	-2	8	-3
CCOCCCNC(=O)c1ccc(N2CCCC2)c(NS(=O)(=O)c2ccc(C)cc2)c1	-3	-10	-12	3	1	8	15	6
Cc1ccccc1C(=O)N1CCc2cc(-c3csc(NC(=O)CN4CCCC4)n3)ccc21	-12	-8	4	-4	-9	-5	10	18
O=C(c1cc2ccccc2[nH]1)N1O[C@@H]2C=C[C@H]1C2	/	/	-13	/	/	0	-2	-2
CCN(C[C@H]1N[C@@](CC)(C(=O)OC)[C@H]2C(=O)N(C)C(=O)[C@@H]12)C(=O)Nc1ccccc1	-3	6	-6	-3	4	-7	-7	-4
CCN(CC(=O)Nc1c(F)cccc1F)C(=O)c1ccc(S(=O)(=O)N2CCC(C)CC2)cc1	-2	15	-1	5	2	-2	7	8
CC1(C)OC(=O)C(=CNc2cccc(C(=O)O)c2)C(=O)O1	4	15	-5	-11	-18	1	1	1
C[C@H](CO)N1C[C@H](C)[C@H](CN(C)Cc2ccc(-c3ccccc3)cc2)Oc2ccc(NS(=O)(=O)c3ccccc3)cc2CC1=O	7	-15	8	5	16	-5	-10	1
O=C(N=Nc1ccc(NOC(=O)c2ccccc2Br)cc1)c1ccccc1O	-106	28	/	-8	-21	/	/	/
Cc1ccc(C2CC(c3ccccc3)=NN2C(=S)Nc2ccccc2)o1 (stereo unspecified)	2	-2	-4	13	-69	33	20	-6
O=C(CCCSc1nnc(-c2cccs2)n1CC1CCCO1)c1ccccc1 (stereo unspecified)	4	4	2	-7	-2	2	3	-11
CN(/N=C/c1cc(Cl)ccc1O)C1=NS(=O)(=O)c2ccccc21	-5	-2	5	2	-3	12	15	-5
CC1Nc2nc(NC(=O)C(C)(C)C)[nH]c(=O)c2N(C)C1C (stereo unspecified)	-8	12	-1	-9	-12	1	1	-4
Cc1cc(=O)oc2c(C)c(OC(C)C(=O)NCC(O)c3ccccc3)ccc12 (stereo unspecified)	1	-13	6	2	8	4	4	-3
O=C(O)CNC(=S)N(Cc1cccs1)C1CCCCC1	4	-12	-6	22	-4	5	0	2
CC(C)(C)c1cc(Cl)ccc1OCCOCCN1CCCC1	10	0	22	-19	-23	-14	-1	9
CC(=O)Nc1ccc(S(=O)(=O)N2CCN(c3cc(C)nc4ccccc34)CC2)cc1	4	12	9	2	10	3	-2	-14
CCCCCCCNC(=O)C1(CC2CC(c3ccc(Cl)cc3)=NO2)CCN(C(=O)Cc2ccc(F)cc2)CC1 (stereo unspecified)	-3	14	16	14	10	18	4	15
CCOC(=O)c1c(/N=C/c2ccc(OC)cc2O)sc2c1CCN(C)C2	-18	-23	2	-33	-52	-11	-19	-7
Cc1cc([N+](=O)[O-])ccc1NC(=O)CSc1nccc(=O)[nH]1	-7	20	-4	4	-6	0	17	6
O=C(COC(=O)c1ccc(Cl)nc1)NCCc1ccc(F)cc1	10	-1	-9	6	-4	-11	11	2
COC(=O)c1ccc([N+](=O)[O-])cc1N1C(=O)C2C3CCC(C3)C2C1=O (stereo unspecified)	-9	-12	1	-5	-6	-13	-27	-14
CCc1cc2ccccc2nc1SCC(=O)Nc1cc(OC)c(OC)cc1C(=O)O	6	-18	4	2	-2	2	-11	-4
O=C(Nc1ccccc1)OCc1cc(-c2ccccc2Cl)on1	-1	2	-16	-23	-30	5	24	-5
O=C(c1ccc(Cl)s1)N1CCN(C23CC4CC(CC(C4)C2)C3)CC1	7	-4	7	6	-11	-4	5	-5
CC1CCCC(C)N1C(=O)Cn1cc(C#N)c2ccccc21 (stereo unspecified)	1	-15	17	14	-4	-1	-13	8
COc1cccc(CNC(=O)CCNS(=O)(=O)c2ccc3c(c2)oc(=O)n3C)c1	9	2	-4	11	6	0	9	2
CCN(CC(=O)Nc1ccc(NC(C)=O)cc1)C(=O)c1ccc2c(c1)OCCO2	-7	8	-4	-7	-2	-4	9	6
NC(=O)c1sc(-c2ccsc2)cc1NS(=O)(=O)c1ccc(C(F)(F)F)cc1	-35	6	20	-39	-14	8	11	6
O=C(NCCCN1CCOCC1)c1c(-c2ccccc2)sc2ccccc12	16	-3	-3	0	-20	-2	2	-2
CCN1C[C@@H]2[C@@H]3C(=O)N(C)C(=O)[C@@H]3[C@](CC)(C1=O)N2C(=O)c1ccccc1	/	/	-5	/	/	1	-2	-7
COc1ccc(N(C(=O)c2snc(C(N)=O)c2N)C(CC(C)C)C(=O)NCC2CCCO2)cc1 (stereo unspecified)	13	9	20	-5	9	2	-5	-10
COc1ccc(NC(=O)Cn2cccc2)cc1Cl	-1	-2	-5	16	2	0	-5	-4
CCCCNC(=O)C(c1ccc(OCC(=O)OC)c(C(=O)OC)c1)N(CCOC)C(=O)CCCCCN1C(=O)NC(c2ccc(-c3ccccc3)cc2)C(C(=O)OCc2ccccc2)=C1C (stereo unspecified)	-11	15	/	-8	17	/	/	/
Cn1ccnc1C(O)c1ccc(OCc2ccccc2)cc1 (stereo unspecified)	19	-22	-6	-12	-41	-6	-9	-7
C=CC(=O)NC(C)(C)CCN1CCOCC1	2	-10	-1	25	4	0	10	-3
COc1ccc(C(=O)NCc2nnc(SCC(=O)NCCc3ccccc3)o2)cc1	-3	3	-9	11	-15	-2	-3	13
CSCCC(NC(=O)c1ccccc1Cl)C(=O)NNC(=O)c1ccccc1O (stereo unspecified)	26	-10	3	-16	-3	22	-3	11
Cc1cc[n+](CC2OCc3ccccc3CO2)cc1	5	3	-1	-6	6	-5	5	-2
N#CC(=C1CCCC1)c1nc(-c2cc3ccccc3oc2=O)cs1	-20	11	-101	-193	-98	4	14	35
Cc1ccc(S(=O)(=O)N2CCOCC2)cc1C(=O)N1CCN(S(=O)(=O)c2ccccc2F)CC1	/	/	8	/	/	-10	1	7
Cc1ccc(NC(=O)c2ccc(CN3CC(=O)N4CCCCC4C3=O)cc2)c(C)c1 (stereo unspecified)	5	-3	-5	28	13	-6	7	2
